# NPY-Y1 antag: blocks the human neuropeptide Y Y1 receptor; P25929; HEK293-CNG Y1 cells, membrane potential fluorescence; NPY at EC95, then isoproterenol; inhibition, % at 3.6 µM; 200,000 tested, 1% active; AID 1040;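 active = inhibition above the campaign mean inhibition of all tested compounds plus 3 SD, cut at about 20% in these data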;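 note: 0% = DMSO wells given NPY plus isoproterenol and 100% = isoproterenol alone without NPY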
#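 Material: HEK293 cells with Y1 receptor plus CNG channel; times: compound incubation 1 h at room temperature, readout 45 min post-stimulation; signal: fluorescence, membrane potential probe; read-out basis: fluorescence ratio normalized to % inhibition between controls; benchmarks: full-block control isoproterenol-only wells, zero-block control NPY plus isoproterenol wells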
# NPY1 pot ag: potentiators or agonists of human neuropeptide Y receptor Y1 | NPY-Y1 expressing cells, potentiator/agonist activation | 220,000 tested, 0.37% active | activation, % at 3.6 µM; in the data active = activation above about 33%, passing the limit was not always enough;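 note: cells stimulated with NPY at EC10 then isoproterenol at EC100; 0% = low agonist plus stimulus and 100% = saturating agonist plus stimulus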
# NPY2 pot ag: human NPY-Y2 potentiation or agonism, primary screen; cells expressing NPY-Y2, potentiator/agonist read-out; activation, % at 3.6 µM; 220,000 tested, 0.45% active; in the data active = activation above about 27%;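 note: cells stimulated with NPY near EC25 plus isoproterenol at EC100; 0% = vehicle plus submaximal agonist and 100% = vehicle plus saturating agonist; some results beyond the cut were filed as inactive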
# Target sequence (P49146 whole entry, looked up): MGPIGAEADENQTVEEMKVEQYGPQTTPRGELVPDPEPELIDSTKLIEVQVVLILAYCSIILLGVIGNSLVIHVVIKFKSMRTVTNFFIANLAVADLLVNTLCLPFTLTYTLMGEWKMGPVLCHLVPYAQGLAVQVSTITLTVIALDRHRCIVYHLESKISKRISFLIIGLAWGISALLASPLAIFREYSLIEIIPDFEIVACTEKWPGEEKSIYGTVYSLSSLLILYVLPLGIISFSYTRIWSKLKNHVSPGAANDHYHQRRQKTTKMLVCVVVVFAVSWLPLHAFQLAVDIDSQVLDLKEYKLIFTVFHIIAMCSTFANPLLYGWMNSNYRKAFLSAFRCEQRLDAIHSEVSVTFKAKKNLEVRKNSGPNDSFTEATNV
# Mdm2 ligase inh: blocks human Mdm2 ubiquitin ligase activity. 210,000 tested, 0.11% active. cell-based MDM2 ubiquitination luciferase reporter, 2 h; 0 = plate control, 100 = twice control, blank-subtracted. Q00987. signal enhancement, % at 5 µM;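 active = signal enhancement of 30% or more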;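 note: luminescence tracks abundance of the self-degrading MDM2-luciferase fusion protein; higher signal means inhibition of MDM2 E3 ligase activity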
#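 Material: Stable MDM2–luciferase fusion reporter cells | Amount: 2000 cells seeded into each well | Dosing: One concentration, 5 µM, with 0.2% DMSO | Incubation: 4 h cell settling then 2 h compound exposure, 37 °C | Measured by: Luciferase luminescence | Read-out basis: % enhancement relative to plate controls after blank subtraction | Benchmarks: Control and blank well means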
# RBBP9 inhibitor: inhibitors of human serine hydrolase RBBP9. O75884. 220,000 tested, 0.2% active. inhibition, % at 7.94 µM. recombinant RBBP9, FP-Rh probe fluorescence polarization;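 active = inhibition above the campaign mean of all tested compounds plus 3 SD, cut at about 14% in these data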;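 note: plate controls were DMSO wells with RBBP9 for no effect and wells lacking RBBP9 protein for full effect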
# Target sequence (O75884 whole entry, looked up): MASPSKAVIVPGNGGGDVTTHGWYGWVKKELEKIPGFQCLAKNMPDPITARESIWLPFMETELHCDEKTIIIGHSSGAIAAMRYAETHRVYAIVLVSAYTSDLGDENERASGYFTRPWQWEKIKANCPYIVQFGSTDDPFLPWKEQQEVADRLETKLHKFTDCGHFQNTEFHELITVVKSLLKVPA
#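 Material: RBBP9 protein. Amount: RBBP9 at 2.5 µM in dispensed solution, before mixing. Schedule: 30 min then 45 min, 25 °C. Medium: Tris buffer pH 8.0, NaCl, Pluronic. Measured by: fluorescence polarization. Measure: percent inhibition from mP, scaled between DMSO and no-protein wells. Replication: one well per compound.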
# Runt-SMMHC FRET: inhibitors of human RUNX1 Runt domain binding to CBFb-SMMHC; Q01196+Q13951; Cerulean-Runt/Venus-CBFb-SMMHC FRET ratio 530/480, 1 h; inhibition, % at 20 µM; 220,000 tested, 0.74% active; AID 1434;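 active = mean inhibition across duplicate retests at 20 µM reaching about 50%, limit read from the data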;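 note: 0% = DMSO wells and 100% = wells with excess untagged CBFb-SMMHC; inhibitors lower the FRET ratio by blocking Runt binding to CBFb-SMMHC; some results filed as inactive read as strong as hits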
# p97 ATPase inh: human p97 ATPase inhibition | 220,000 tested, 0.42% active | inhibition, % at 8 µM | AID 1481 | P55072 | recombinant p97 ATPase, Kinase-Glo ATP luminescence, 3 h; in the data active = inhibition above about 15%;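 note: 0% = DMSO vehicle and 100% = wells lacking enzyme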
# Hck Nef HTS: inhibitors of human Hck kinase activated by Nef; Recombinant Hck-YEEI plus Nef, Z-Lyte FRET kinase assay; inhibition, % at 20 µM; 220,000 tested, 0.68% active;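 active = Hck-Nef kinase inhibition above about 50%, limit read from the data; inactive = inhibition below that limit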;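 note: 0% = DMSO with Hck plus Nef and 100% = Hck alone without Nef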
# Target sequence (P08631 whole entry, looked up): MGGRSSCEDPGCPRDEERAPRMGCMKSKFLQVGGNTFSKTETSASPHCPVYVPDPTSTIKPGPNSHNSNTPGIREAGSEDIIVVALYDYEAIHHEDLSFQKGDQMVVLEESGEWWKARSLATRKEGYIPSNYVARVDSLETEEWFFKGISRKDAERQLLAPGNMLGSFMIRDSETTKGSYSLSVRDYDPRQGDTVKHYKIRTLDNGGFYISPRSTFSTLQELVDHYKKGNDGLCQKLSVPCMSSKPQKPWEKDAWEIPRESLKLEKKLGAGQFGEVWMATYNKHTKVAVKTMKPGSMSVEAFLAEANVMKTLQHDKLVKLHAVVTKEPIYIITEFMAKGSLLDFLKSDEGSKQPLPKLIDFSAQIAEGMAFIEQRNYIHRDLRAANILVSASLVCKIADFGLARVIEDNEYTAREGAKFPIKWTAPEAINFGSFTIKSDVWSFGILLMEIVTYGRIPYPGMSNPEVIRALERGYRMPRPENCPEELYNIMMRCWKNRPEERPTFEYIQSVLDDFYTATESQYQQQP
# Runt-CBFb FRET: inhibitors of human RUNX1 Runt domain binding to CBFb. Cerulean-Runt/Venus-CBFb FRET ratio 530/480, 1 h. inhibition, % at 20 µM. 220,000 tested, 0.46% active. AID 1496;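 active = inhibition over about 50% at 20 µM in the single-dose screen, limit read from the data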;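 note: 0% = DMSO wells and 100% = excess unlabeled CBFb competitor control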
#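 Measured by: fluorescence energy transfer, 422 nm excitation, 530/480 nm emission; Assay system: Cerulean-Runt domain; Medium: Tris pH 7.5 buffer with BSA; Measure: loss of energy transfer signal; Controls: 5 µM unlabeled CBFb as full-inhibition high control; Incubation: protein complex preformed 1 h, compound exposure 1 h, room temperature, dark.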
# Starred values were filed as active, the others as inactive; / = not tested or not shown.
# Results follow in this order: NPY-Y1 antag	NPY1 pot ag	NPY2 pot ag	Mdm2 ligase inh	RBBP9 inhibitor	Runt-SMMHC FRET	p97 ATPase inh	Hck Nef HTS	Runt-CBFb FRET
1: COC(=O)C(=C/C(C)=C/c1cccs1)C(=O)OC
    8	10	-9	-9	-6	-1	5	5	-1
2: Cc1cc(C(=O)COC(=O)[C@H](C)NC(=O)c2ccco2)c(C)n1Cc1ccco1
    0	7	-8	-27	-6	-2	1	24	-2
3: CC(C)c1ccc2c(c1)[C@H]1OCC[C@H]1[C@@H](c1cccs1)N2
    -2	-1	1	22	2	1	1	6	-4
4: O=C(COc1c(F)c(F)cc(F)c1F)NC(=O)NC1CCCC1
    2	4	1	-19	-5	2	-2	3	0
5: C=CCn1c(SCC(=O)c2ccc(O)c(O)c2)nnc1-c1ccccc1OC
    -7	14	15	-7	-3	-1	5	0	2
6: O=C(Nc1cc(C(F)(F)F)ccc1-n1cncn1)c1ccc(Br)cc1
    4	-16	-16	-11	-6	-2	-3	-1	-1
7: COc1ccc(O)c(/C=N/NC(=S)Nc2cccc(S(=O)(=O)N(C)C)c2)c1
    -3	16	7	-3	-8	-55	-1	-2	-14
8: Cc1ccc(-n2c(Cc3cccn3C)nnc2SCC(=O)Nc2cc(C)on2)cc1
    -5	-12	0	2	-4	4	-6	-1	1
9: C/C(=N\NC(=O)CCc1ccccc1)C1C(=O)c2ccccc2C1=O
    3	4	-16	1	-7	/	5	30	/
10: O=C(OCC1OC2OC3(CCCCC3)OC2C2OC3(CCCCC3)OC12)c1ccccc1 (centres undefined)
    11	-10	-3	-29	-6	6	1	3	-1
11: O=C1OCC2=C1C(c1ccc(F)cc1)CC(=O)N2c1ccc(F)cc1 (centres undefined)
    1	18	16	-12	-7	-3	0	5	1
12: COc1ccc(/C=N/n2cnn(Cc3ccccc3Cl)c2=S)cc1OC
    0	5	5	-21	2	4	1	23	3
13: CCOC(=O)/C=C(\C)N1N=C(c2ccccc2)CC1c1ccccc1 (centres undefined)
    3	20	3	-6	-12	3	0	10	1
14: CCSc1nnc(NC(=O)CCc2ccccc2)s1
    -1	-20	16	-12	-1	-1	-3	0	0
15: COc1ccc(-c2cc(C(F)F)n3ncc(C(=O)N4CCN5CCCC5C4)c3n2)cc1 (centres undefined)
    9	-86	-26	-21	-5	9	-2	-18	1
16: C=CCSc1nccc(-c2cc(Cl)sc2Cl)n1
    6	-15	-3	-14	-2	-3	-2	-2	-3
17: CCC(C(=O)OCC(=O)Nc1cc(OC)ccc1OC)c1ccccc1 (centres undefined)
    -3	-12	2	-4	-2	-10	-3	28	-4
18: Cc1cc2nc(CCN(Cc3cccnc3)C(=S)Nc3ccccc3)[nH]c2cc1C
    1	-17	-8	-6	2	5	5	0	-2
19: CCSc1nc2ccccc2n1C(=O)/C=C/c1ccc(OC)c(OC)c1
    0	1	4	65*	1	-3	4	4	-4
20: N#C/C(=C\c1ccncc1)C(N)=O
    -6	-6	-5	-4	-12	2	1	-13	0
21: CCOC(=O)c1ccc(NC(=O)N2CCN(c3ccccn3)CC2)cc1
    -3	-1	1	-13	-1	1	2	-9	1
22: COc1cc(N=Nc2c(O)c3ccccc3[nH]c2=O)c(OC)cc1N=Nc1ccccc1
    /	9	18	-48	-5	5	5	16	-4
23: Cc1nn(C)c(C(=O)NNC(=S)NCc2ccco2)c1Cl
    1	-3	4	/	-2	11	2	9	10
24: Cc1sc(NC(=O)c2ccco2)c(C(=O)c2ccc(Cl)cc2)c1C
    10	-19	-13	-1	-10	-1	-4	-3	-3
25: O=C(Cc1ccc(Cl)cc1)Nc1ccc2oc(=O)ccc2c1
    /	-20	9	/	-4	-1	-2	20	1
26: CCOC(=O)C1CCN(c2c(C(=O)c3ccccc3)cnc3ccc(CC)cc23)CC1
    4	-15	-1	-5	-1	1	-1	18	-2
27: CCCCNC(=O)N1CCN(Cc2cccc(F)c2)CC1
    -4	-8	-16	-5	-4	2	4	-2	-1
28: Cc1ccccc1OCCSc1nc2ncnc(N)c2[nH]1
    -2	4	7	6	-5	1	4	31	-2
29: COCCNCCOCCOc1cccc(OC)c1
    6	-9	-20	-27	0	2	-1	-2	-1
30: CC(=O)Nc1cccc(-c2cc(-c3c(Cl)cccc3Cl)no2)c1
    /	-8	3	-7	-8	1	-1	17	1
31: CN(C)S(=O)(=O)c1cccc(C(=O)OCC(=O)Nc2ccccc2OC(F)F)c1
    -5	1	-3	-13	-10	-1	3	2	-2
32: Cc1cccc(C)c1NC(=O)CSc1nnc(-c2ccoc2C)n1C
    1	-10	1	-18	-6	1	-5	7	-1
33: CC1=C(C(=O)Nc2ccccc2F)C(c2cccs2)C2=C(CCCC2=O)N1 (centres undefined)
    0	4	-5	-10	-7	0	1	35	-1
34: Nc1nc(SCC(=O)N2CCCC2)[nH]c(=O)c1NC(=O)c1ccco1
    3	12	2	-7	6	-2	0	-1	-2
35: O=C(Nc1ccc2oc(-c3ccncc3)nc2c1)c1c(F)c(F)c(F)c(F)c1F
    0	11	3	-12	2	2	4	3	0
36: COCCCNC(=O)/C(=C\c1cccn1C)NC(=O)c1cccs1
    0	0	6	-13	-8	5	-5	0	0
37: Cc1cc(NC(=O)CSc2ncn[nH]2)no1
    1	15	1	5	3	-3	2	16	-1
38: N#Cc1ccsc1NC(=O)c1cnccn1
    7	7	-2	-12	1	/	3	-1	/
39: Cc1cc(=O)c(C(=O)O)cn1Nc1ccc(Cl)cc1
    -4	-1	13	6	2	0	3	6	-1
40: COc1ccc(-c2nc3ccccn3c2CN2CCN(c3ccccc3F)CC2)cc1
    30*	-71	-6	-12	-3	0	-3	-4	-2
41: CC(C)(C)SCCNC(=O)CSc1ccccc1
    3	-32	-9	/	-4	/	-8	-2	/
42: COc1ccc(C(CC(=O)c2ccc(C)cc2)C(C#N)C#N)cc1OC (centres undefined)
    6	-18	-13	-5	-1	-6	3	4	-4
43: Cc1cc(C)c(C(=O)c2ccc(C(=O)N(C(C)C)C(C)C)cc2)c(C)c1
    5	-4	-5	-8	-3	1	1	1	-3
44: CCOC(=O)c1nnsc1Nc1ccc(C)c(C)c1
    2	-13	-9	-1	-3	6	-2	23	3
45: COc1ccc(OC)c(C(c2nnnn2Cc2ccccc2)N2CCN(C)CC2)c1 (centres undefined)
    6	-17	-11	-11	-3	-2	-4	0	-1
46: Cc1ccc(Cn2ncc3c(N4CCN(Cc5ccc(Cl)cc5)CC4)ncnc32)cc1
    1	1	1	-12	-5	1	0	0	-1
47: CCN1CCN(C(c2ccc(OC)c(OC)c2)c2nnnn2C(C)(C)C)CC1 (centres undefined)
    -1	-1	0	-5	-7	-3	-4	-5	2
48: Cc1c(NC(=O)Cn2nc(C(=O)O)c3ccccc3c2=O)c(=O)n(-c2ccccc2)n1C
    3	17	3	-12	-6	-2	4	3	-1
49: CCN(CC)C(=O)CSc1nnc([C@H](Cc2c[nH]c3ccccc23)NC(=O)OC(C)(C)C)o1
    -4	7	0	-21	-4	-4	3	1	-7
50: C#CCOC(=O)C[N+](C)(C)CC#Cc1ccccc1
    3	-20	-1	-3	-6	5	1	23	0
51: Cn1nc(C(F)(F)F)cc1Oc1ncc(C(F)(F)F)cc1Cl
    3	23	9	-13	-5	-2	3	19	0
52: CC(=O)NC(CCS(C)(=O)=O)C(=O)Nc1c(F)cccc1F (centres undefined)
    -4	14	2	5	-1	-4	2	0	-2
53: COc1ccc(/C=N/Nc2nc3ccccc3[nH]2)cc1OC
    5	-33	-9	-9	-10	-2	4	3	-7
54: COc1ccc(C)cc1S(=O)(=O)N1CCC(C(=O)NCCc2ccccc2)CC1
    -4	-4	-4	3	-2	-1	5	-2	-1
55: N=C1C(c2ccccc2)=C(O)CN1c1cccc(S(=O)(=O)N2CCOCC2)c1
    /	-7	-1	-13	-8	-3	3	15	1
56: CCCCCCCCC(=O)NNC(=O)c1c(O)c2ccccc2n(CCC)c1=O
    6	12	4	-1	-10	3	2	25	-1
57: COCCNCCCCOc1ccc(Br)cc1C
    1	-3	1	-11	-3	-2	2	4	-2
58: CN(C)c1nc(OCCOC(=O)c2ccccc2)nc(N(C)C)n1
    1	-4	9	/	-4	-2	-5	0	-3
59: CCc1cc(C(=O)NCCN(C)C)cs1
    4	-22	7	-8	-4	1	6	1	0
60: N#CC1CN(Cc2ccccc2)CN(Cc2ccccc2)C1
    /	27	0	-14	-6	3	0	8	-3

# The results go on:
# Results follow in this order: NPY-Y1 antag	NPY1 pot ag	NPY2 pot ag	Mdm2 ligase inh	RBBP9 inhibitor	Runt-SMMHC FRET	p97 ATPase inh	Hck Nef HTS	Runt-CBFb FRET
61: COc1ccc(C(=O)Nc2ccc(Cl)cc2C(=O)NCc2ccco2)cc1OC
    25*	-160	-156	-32	-3	1	1	1	-3
62: CN(NC(=O)COc1ccccc1)c1ccccc1
    6	9	8	-9	-5	-1	4	0	0
63: CCOC(=O)c1sc(NC(=O)c2c(C)nn(Cc3ccccc3)c2C)cc1C
    -5	0	8	-10	-17	-9	20*	4	-4
64: COc1ccc(OC)c(-n2nnnc2SCC(=O)Nc2ccccc2N2CCOCC2)c1
    5	6	-16	/	3	3	-2	6	-2
65: O=C(NC1=NN(c2ccccc2)CC1)Nc1ccccc1F
    /	23	28	-10	1	0	-5	10	1
66: COc1ccc(-c2ccc(C)cc2)cc1[C@H]1[C@H]2C=CC[C@@H](C)[C@@H]2C(=O)N1Cc1ccccc1
    /	/	/	7	/	0	/	22	3
67: Cn1nnnc1SCc1ccccc1F
    5	0	3	-7	1	-2	0	-8	0
68: N#CC1CCN(c2ncccc2[N+](=O)[O-])CC1
    /	5	-5	-13	-2	2	6	7	-1
69: Nc1sc2c(c1C(=O)NC1CCS(=O)(=O)C1)CCC2 (centres undefined)
    -4	-7	2	-32	-10	4	0	1	15
70: COc1ccc(C(=O)Nc2cc(=O)n(C)c(=O)n2C)cc1OC
    2	2	5	-16	-5	-4	8	-2	/
71: C/C(=N\NC(N)=S)C1(C)CCCCC1
    -1	13	5	-10	-6	1	1	-3	2
72: CC(C)N(C(C)C)S(=O)(=O)c1ccc(NN)nc1
    /	2	-10	/	-8	3	2	11	3

# Look-ups from the list.
# Result of CC(C)N(C(C)C)S(=O)(=O)c1ccc(NN)nc1 under Hck Nef HTS: 11
# Result of COc1ccc(-c2ccc(C)cc2)cc1[C@H]1[C@H]2C=CC[C@@H](C)[C@@H]2C(=O)N1Cc1ccccc1 under Hck Nef HTS: 22

# Screens from PubChem.
